# PREPL inhibitor: inhibitors of human prolyl oligopeptidase-like enzyme PREPL; Q4J6C6; recombinant PREPL, fluorescence polarization activity-based probe; inhibition, % at 5.96 µM; 320,000 compounds, 0.68% hits; in the data active = inhibition above about 43%;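 note: 0% = enzyme with DMSO and 100% = wells lacking enzyme; many of its hits are not listed in these tables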
# Target sequence (Q4J6C6 whole entry, looked up): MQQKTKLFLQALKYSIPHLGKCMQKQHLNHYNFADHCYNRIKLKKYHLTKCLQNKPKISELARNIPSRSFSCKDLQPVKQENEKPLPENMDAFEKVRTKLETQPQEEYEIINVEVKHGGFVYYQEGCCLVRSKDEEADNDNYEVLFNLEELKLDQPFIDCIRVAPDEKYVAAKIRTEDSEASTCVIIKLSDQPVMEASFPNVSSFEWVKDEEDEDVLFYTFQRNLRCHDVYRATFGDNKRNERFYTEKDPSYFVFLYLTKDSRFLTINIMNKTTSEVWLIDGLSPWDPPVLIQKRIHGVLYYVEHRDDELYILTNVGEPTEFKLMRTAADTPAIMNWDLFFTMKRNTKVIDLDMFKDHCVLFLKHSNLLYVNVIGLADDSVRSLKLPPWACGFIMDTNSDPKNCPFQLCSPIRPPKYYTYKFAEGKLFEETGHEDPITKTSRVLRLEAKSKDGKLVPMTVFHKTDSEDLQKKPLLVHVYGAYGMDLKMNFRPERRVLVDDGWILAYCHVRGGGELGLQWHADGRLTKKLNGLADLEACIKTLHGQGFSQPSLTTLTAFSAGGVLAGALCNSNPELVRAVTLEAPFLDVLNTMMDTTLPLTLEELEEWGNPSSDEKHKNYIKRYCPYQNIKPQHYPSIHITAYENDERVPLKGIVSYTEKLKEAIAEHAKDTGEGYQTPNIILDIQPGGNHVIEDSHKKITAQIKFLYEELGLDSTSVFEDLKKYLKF
# PAFAH2 inh: PAFAH2 (human) inhibition; Q99487; recombinant PAFAH2, FP-rhodamine activity probe, fluorescence polarization; inhibition, % at 3.39 µM; 340,000 compounds, 0.99% hits;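 active = inhibition above the mean over all tested compounds plus 3 SD, cut at about 30% in these data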;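 note: inhibitors block probe labeling of enzyme so polarization drops; 0% = enzyme with DMSO and 100% = wells lacking PAFAH2 protein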
# EBNA-1 inh: blocks EBNA-1 binding to DNA; inhibition, % at 14.8 µM; 300,000 compounds, 0.34% hits; EBNA-1 DNA binding, fluorescence polarization; in the data active = inhibition above about 28%
# LYPLA2 inh: counter-screen for PME1 inhibitors: inhibitors of human LYPLA2; O95372; recombinant LYPLA2, FP-Rh probe fluorescence polarization; inhibition, % at 5.9 µM; 320,000 compounds, 0.38% hits; AID 2177;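 active = inhibition above the screen-wide mean plus 3 SD, limit set per campaign, cut at about 26% in these data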;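 note: 0% = LYPLA2 with DMSO and 100% = wells lacking LYPLA2 enzyme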
# PAFAH1B2 FP inh: PAFAH1B2 (human) inhibition; inhibition, % at 3.39 µM; P68402; recombinant PAFAH1B2, FP-rhodamine activity probe, fluorescence polarization; 340,000 compounds, 1.2% hits;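 active = inhibition above the mean of all tested compounds plus 3 SD, cut at about 24% in these data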;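 note: 0% = enzyme with DMSO and 100% = wells lacking PAFAH1B2; many of its hits are not listed in these tables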
# Target sequence (P68402 whole entry, looked up): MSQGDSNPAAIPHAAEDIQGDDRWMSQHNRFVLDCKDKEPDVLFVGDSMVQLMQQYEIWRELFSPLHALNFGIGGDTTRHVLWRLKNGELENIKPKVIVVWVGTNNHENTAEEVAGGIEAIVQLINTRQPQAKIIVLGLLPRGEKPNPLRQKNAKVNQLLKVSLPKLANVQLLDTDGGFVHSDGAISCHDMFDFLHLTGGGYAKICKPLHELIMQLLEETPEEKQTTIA
# LYPLA1 inh: LYPLA1 (human) inhibition in PME1 counter-screen. recombinant LYPLA1, FP-Rh probe fluorescence polarization. AID 2174. inhibition, % at 5.9 µM. O75608. 320,000 compounds, 0.16% hits;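 active = inhibition above the mean of all tested compounds plus 3 SD, set per campaign, cut at about 14% in these data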;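 note: inhibitors block serine hydrolase probe labeling of LYPLA1 so polarization falls; 0% = enzyme with DMSO and 100% = wells lacking LYPLA1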
# PAFAH1B3 inh: blocks human PAF acetylhydrolase 1B catalytic subunit 3; Q15102; recombinant PAFAH1B3, FP-rhodamine probe, fluorescence polarization; inhibition, % at 3.39 µM; 340,000 compounds, 0.28% hits;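 active = inhibition above the screen-wide average of all tested compounds plus 3 SD, cut at about 25% in these data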;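 note: 0% = enzyme with DMSO only and 100% = wells lacking PAFAH1B3 protein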
# pPAFAH FP inh: inhibitors of human plasma PAF acetylhydrolase (pPAFAH); recombinant pPAFAH, FP-rhodamine probe fluorescence polarization; 330,000 compounds, 1.5% hits; AID 463082; inhibition, % at 3.39 µM; Q13093;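 active = inhibition above the mean inhibition across the screen plus 3 SD, cut at about 25% in these data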;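 note: inhibitors block binding of the rhodamine activity-based probe so polarization drops; 0% = enzyme with DMSO and 100% = wells lacking pPAFAH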
# ZTA DNA inh: blocks Epstein-Barr virus ZTA, an EBNA-1 counter-screen; ZTA-DNA binding, fluorescence polarization; inhibition, % at 11 µM; 320,000 compounds, 0.15% hits; AID 2234; in the data active = inhibition above about 33%
# * = called active by the depositor; / = not tested or not shown. An excerpt (hit frequency here may not be typical).
SMILES,PREPL inhibitor,PAFAH2 inh,EBNA-1 inh,LYPLA2 inh,PAFAH1B2 FP inh,LYPLA1 inh,PAFAH1B3 inh,pPAFAH FP inh,ZTA DNA inh
CCCCCCCc1nc2nc(C)c(Br)c(=O)n2[nH]1,15,38*,-11,-2,13,-2,10,20,5
CCCN(C(=O)CSCc1ccc(Cl)cc1)c1c(N)n(Cc2ccccc2)c(=O)[nH]c1=O,21,5,-1,9,9,4,10,3,1
COC(=O)[C@]1(Cc2ccccc2)N[C@H](CN(C)C(=O)c2ccc(F)cc2)[C@@H]2C(=O)N(C)C(=O)[C@@H]21,24,4,/,/,-2,/,10,-3,/
COc1ccc(C(=O)NC23CC4CC(CC(C4)C2)C3)cc1,-7,12,-1,3,9,0,5,0,-1
Cc1c(C(=O)N2CC(C)OC(C)C2)sc2nc(-c3ccccc3)cn12 (stereo unspecified),-1,/,14,3,/,0,/,9,3
Cc1ccc(Nc2ncc3c(n2)CC(C)CC3=O)c(C)c1 (stereo unspecified),14,1,8,4,4,2,10,6,-11
Cc1nc2c(nnn2Cc2ccccc2)c(=O)[nH]1,25,5,-10,-1,7,-4,12,8,3
O=S(=O)(c1cccc2cccnc12)N1CCN(c2ccccn2)CC1,-2,-2,1,0,4,-3,-1,1,6
CCOc1ncccc1C(=O)Nc1ccc2c(c1)OCCO2,5,3,/,/,6,/,6,0,/
CCc1nnc(NC(=O)c2ccc(S(=O)(=O)N3CCN(Cc4ccccc4)CC3)cc2)s1,12,0,5,-2,5,-2,-3,1,-10
COc1ccc(NS(=O)(=O)c2cccc(C(=O)N/N=C/c3ccc4c(c3)OCCO4)c2)cc1,-4,-52,-8,-75,-26,-39,-45,-22,-4
CCOC(=O)c1c(CSc2ccccc2)n(C)c2cc(Br)c(O)c(CN(C)C)c12,15,2,-6,8,4,6,4,1,-23
CC(C)c1ccc(/C=N/NC(=O)c2c(Cl)cnn2C)cc1,-6,0,1,-1,9,-1,7,-3,-2
COC(=O)c1cccc(NC(=O)c2cccs2)c1C,5,-1,4,0,-2,1,-3,4,7
CC(C)c1cccc(C(C)C)c1NC(=O)COC(=O)c1ccc2c(c1)S(=O)(=O)c1ccccc1C2=O,8,-4,8,5,-2,4,4,3,-3
COc1cc(/C=C(\C#N)C(=O)Nc2cccc(C(=O)O)c2)ccc1OCc1ccc(C)cc1,11,-13,7,6,5,-1,-1,0,4
Cc1ccc(N2C(=O)SC(N(CC(=O)O)c3ccc(C)cc3)C2=O)cc1 (stereo unspecified),-1,-2,-6,0,2,0,15,3,-11
CCOC(=O)c1cnn(-c2nc(CC)nc3sc4c(c23)CCC4)c1N,-1,5,6,17,3,4,2,0,2
Cn1nc(-c2ccc(Cl)cc2)c2cc(C(=O)N3CCCC3)sc21,5,6,-2,-7,0,-10,6,6,-9
Cc1ccc(C(=O)N2CC(=O)Nc3ccc(F)cc3C2c2ccc(F)cc2)cc1 (stereo unspecified),15,-5,5,0,8,-3,1,3,19
O=C(COc1ncnc2cc([N+](=O)[O-])ccc12)N(CCc1ccccc1)Cc1ccccc1,13,0,4,-6,-2,0,-5,2,4
O=C(c1ccc2c(Cl)c3c(nc2c1)CCCC3)N1CCC(N2CCCCC2)CC1,-66,5,17,6,1,1,5,9,-13
Cn1c(N)c(C(=O)COC(=O)c2ccccc2C(=O)c2ccccc2)c(=O)n(C)c1=O,27,10,/,4,3,-1,3,-7,3
O=C(NCCN=C1NS(=O)(=O)c2ccccc21)c1ccco1,-4,12,-3,8,-2,3,2,7,3
O=C(N/N=C/C=N/NC(=O)c1ccco1)c1ccco1,-2,-4,-7,-2,6,-4,13,-2,19
CCOC(=O)c1sc2nc(C)nc(N3CCN(S(=O)(=O)c4ccccc4)CC3)c2c1C,-8,3,/,/,6,/,2,-6,/
Cn1c(SCc2cccc(F)c2)nnc1-c1ccccn1,1,2,-2,0,1,-4,-1,-1,-8
COc1ccc(CCNC(=O)c2cccc(C(=O)NCCc3ccc(OC)cc3)n2)cc1,14,-4,12,-3,4,-6,1,-4,5
Cc1ccccc1CSCCNC(=O)c1ccccc1,7,-3,-12,5,1,1,2,-3,-1
CCOC(=O)C1CCN(C(=O)C(CCSC)NC(=O)COc2ccccc2)CC1 (stereo unspecified),14,3,/,-4,3,1,15,-2,0
CC1(CCc2ccccc2)NC(=O)N(Cc2nnc(-c3ccccc3Br)o2)C1=O (stereo unspecified),4,6,10,4,0,3,4,2,4
Cc1ccc(S(=O)(=O)NCC2CCC(C(=O)NCCCN3CCCC3=O)CC2)cc1 (stereo unspecified),0,1,14,-1,6,3,10,6,2
CCOC(=O)c1ccc(NS(=O)(=O)CC)cc1,20,-3,-1,1,0,-1,1,0,14
Cc1cc(C)cc(OCC(=O)Nc2ccccc2C(=O)N2CCOCC2)c1,-1,3,-6,-4,4,2,0,0,1
Cc1ccc(CS(=O)(=O)CCC(=O)NCCCN2CCCC2)cc1,20,7,-1,-1,-5,3,3,10,5
CCOC(=O)c1c(N)sc(C(=O)N(CC)CC)c1C,-1,3,-11,5,4,4,1,2,-9

# Looked up by structure from the entries so far:
SMILES,PREPL inhibitor,PAFAH2 inh,EBNA-1 inh,LYPLA2 inh,PAFAH1B2 FP inh,LYPLA1 inh,PAFAH1B3 inh,pPAFAH FP inh,ZTA DNA inh
CCOC(=O)c1ccc(NS(=O)(=O)CC)cc1,20,-3,-1,1,0,-1,1,0,14
CCOC(=O)c1c(N)sc(C(=O)N(CC)CC)c1C,-1,3,-11,5,4,4,1,2,-9

# Further records:
SMILES,PREPL inhibitor,PAFAH2 inh,EBNA-1 inh,LYPLA2 inh,PAFAH1B2 FP inh,LYPLA1 inh,PAFAH1B3 inh,pPAFAH FP inh,ZTA DNA inh
CCOCCCNC(=O)C1CCN(Cc2ccc(OCc3ccccc3)c(OC)c2)CC1,-3,2,6,1,0,0,8,2,12
Nc1n[nH]c2cc(=O)n(-c3cccc(C(F)(F)F)c3)nc12,4,7,7,-4,-4,-3,0,3,-19
O=c1c2ccccc2cnn1-c1ccc2ccccc2c1,12,-1,2,5,5,2,5,3,-6
CCOC(=O)Cn1cc(Cl)cc(C(=O)Nc2ccccc2)c1=O,7,-2,10,-4,2,0,7,1,20
CC(C)CC(C(=O)NC1CCCC1)N(Cc1cccs1)C(=O)c1snc(C(N)=O)c1N (stereo unspecified),7,-3,-6,0,3,1,-1,5,11
Nc1ccc(S(=O)(=O)Nc2nc3ccccc3o2)cc1,4,11,-8,2,4,-3,8,12,-3
CCn1c(SCC(=O)c2[nH]c(C)c(C(C)=O)c2C)nnc1-c1ccncc1,14,1,-4,7,-1,-1,-3,-2,-11
CC(=O)c1cccc(N/C=C\C(=O)c2ccc(C)cc2)c1,-1,-1,-4,-4,-2,0,0,-1,-4
Cc1ccccc1OCCOCCN1CCCCCC1,28,-6,-18,-8,-2,-3,10,-2,-5
O=C(O)C1=C[C@H](c2cccs2)C[C@H](OCCCCO)O1,7,-7,0,1,-6,0,6,6,-9
CCOc1ccc(-c2ccc(SCc3ccccn3)nn2)cc1,0,2,-9,6,-2,5,2,-1,-21
CC(C)CN1C(=O)C(=O)N(CC(=O)c2ccc3c(c2)OCO3)C1=O,1,-3,-5,7,0,0,6,-2,6
COc1ccc(-n2c(Cc3cccn3C)nnc2SCC(=O)Nc2cc(C)cc(C)c2)cc1,1,4,12,-5,5,-1,1,14,7
O=c1c2ccccc2nc(SCc2ccccc2)n1CC1CCCO1 (stereo unspecified),-32,-2,-4,7,6,1,2,8,2
COc1ccc(C)cc1NS(=O)(=O)c1ccc2c(c1)NC(=O)C(C)S2 (stereo unspecified),2,8,3,-1,1,-3,3,2,6
Fc1ccc(-c2nnc(CN3CCN(c4ncc(C(F)(F)F)cc4Cl)CC3)o2)cc1,6,3,-10,-2,-1,-3,10,-6,-7
CN(c1ccccc1)S(=O)(=O)c1cccc(NC(=O)CN2C(=O)NC3(CCCCC3)C2=O)c1,68*,-3,/,-9,3,-2,4,0,-11
Cc1ccc(Oc2nc3ccccc3n3c(C)nnc23)c(C)c1,0,0,-3,2,2,3,-4,-2,0
CC(C)Cc1nn2c(=O)cc(COc3ccc(NC(=O)c4ccco4)cc3)nc2s1,6,0,7,-6,2,-2,1,0,-4
O=C(NCCCCCCNC(=O)N1CCCCCC1)N1CCCCCC1,0,0,3,4,-7,2,-2,-1,-5
Cc1sc2nc(COC(=O)c3ccc(N4CCCC(C)C4)c([N+](=O)[O-])c3)[nH]c(=O)c2c1C (stereo unspecified),1,-14,7,-4,-5,-5,-12,-7,-5
COc1ccc(NC(=O)c2cccc(-n3c(C)ccc3C)c2)c(OC)c1,4,4,4,0,0,-1,8,8,-3
O=C(COC(=O)c1ccc2ccccc2c1O)NCc1ccccc1,-14,4,/,0,1,-1,7,2,4
O=C(NC(=S)Nc1ccccc1N1CCCC1)c1ccco1,16,/,-17,-1,/,-4,/,9,-11

# Ordered by length of the SMILES (low to high): some entries from above.
SMILES,PREPL inhibitor,PAFAH2 inh,EBNA-1 inh,LYPLA2 inh,PAFAH1B2 FP inh,LYPLA1 inh,PAFAH1B3 inh,pPAFAH FP inh,ZTA DNA inh
CCn1c(SCC(=O)c2[nH]c(C)c(C(C)=O)c2C)nnc1-c1ccncc1,14,1,-4,7,-1,-1,-3,-2,-11
COc1ccc(NS(=O)(=O)c2cccc(C(=O)N/N=C/c3ccc4c(c3)OCCO4)c2)cc1,-4,-52,-8,-75,-26,-39,-45,-22,-4
COC(=O)[C@]1(Cc2ccccc2)N[C@H](CN(C)C(=O)c2ccc(F)cc2)[C@@H]2C(=O)N(C)C(=O)[C@@H]21,24,4,/,/,-2,/,10,-3,/

# Returning to the listing with the four entries that preceded the break.
SMILES,PREPL inhibitor,PAFAH2 inh,EBNA-1 inh,LYPLA2 inh,PAFAH1B2 FP inh,LYPLA1 inh,PAFAH1B3 inh,pPAFAH FP inh,ZTA DNA inh
Cc1sc2nc(COC(=O)c3ccc(N4CCCC(C)C4)c([N+](=O)[O-])c3)[nH]c(=O)c2c1C (stereo unspecified),1,-14,7,-4,-5,-5,-12,-7,-5
COc1ccc(NC(=O)c2cccc(-n3c(C)ccc3C)c2)c(OC)c1,4,4,4,0,0,-1,8,8,-3
O=C(COC(=O)c1ccc2ccccc2c1O)NCc1ccccc1,-14,4,/,0,1,-1,7,2,4
O=C(NC(=S)Nc1ccccc1N1CCCC1)c1ccco1,16,/,-17,-1,/,-4,/,9,-11
COc1ccc(N2CCN(c3ccc(NC(=O)c4ccc5c(c4)OCO5)cc3C#N)CC2)cc1,-1,1,-4,-1,1,0,-2,-4,11
CCCCC[C@@H]1C=C(C(=O)O)[C@H](c2ccc(F)cc2)N1S(=O)(=O)c1ccc(C)cc1,1,15,/,/,25*,/,6,-1,/
Cn1nnc(NC(=S)NC(=O)c2cccc3c(Cl)cccc23)n1,-3,-6,-5,2,4,0,1,3,-8
Fc1ccc(/C=N/Nc2cc(N3CCOCC3)ncn2)cc1,-7,-2,-6,1,4,2,0,-2,-1
O=C(OCC(=O)c1ccc[nH]1)c1cncc(Br)c1,16,-6,/,6,5,1,-3,7,1

# Screening data: PubChem BioAssay, The Scripps Research Institute Molecular Screening Center
